Source: PubChem BioAssay (National Center for Advancing Translational Sciences (NCATS))
A549 viability: A549 cytotoxicity, counter-screen for Nrf2 inhibitors; A549 ARE-Fluc cells, CellTiter-Fluor viability, 18-24 h; hit rate 0.16% among 390,000; Potency, µM (top dose mostly 46 µM), inactives show top-dose activity change, negative = cytotoxicity, actives largely listed as inhibitors; note: potency is the fitted concentration of half-maximal effect; % is set by controls: 0 for no effect and ±100 for the full control effect
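A549 ARE-Fluc cells in 5% FBS OPTI-MEM, 5000 cells/well, rested 2 h then exposed to compounds in concentration-response for 18-24 h at 37 °C. Viability by CellTiter-Fluor fluorescence (Ex 405/Em 525) after 30 min; luciferase luminescence (BugLite, 15 min, RT) read afterwards.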
HepG2 tox: counter-screen for TGF-b inhibitors: cytotoxicity in HepG2 cells; hit rate 0.76% among 410,000; AID 588856; HepG2 CAGA-GFP viability, ATP luminescence, 18 h; Potency, µM (doses to about 46.1 µM), without a hit: at the top dose activity change, negative = cytotoxicity, most hits filed as cytotoxic; note: potency is the fitted concentration of half-maximal effect; some results filed as inactive show a strong effect at the top dose
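HepG2 CAGA-GFP cells (1000/well, DMEM with 1% FBS) received compound, then TGF-beta at 500 pg/mL final, and were incubated 18 hours at 37 degrees C. Viability was read by CellTiter-Glo luminescence. Media-only wells were set as complete cell-killing and DMSO as no toxicity.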
EPAC2 agonist: activates human EPAC2 exchange factor; Q8WZA2; Potency, µM (top dose mostly 154 µM), for the others: at the top dose activation, hits mostly activators; EPAC2 activation, biochemical qHTS; response scale: 100% = 6.5 mM cAMP response; hit rate 0.079% among 360,000; AID 720711; note: potency is the fitted concentration of half-maximal effect; nearly all actives have a fitted effect of over 50% in size
Target sequence (Q8WZA2 whole entry, looked up): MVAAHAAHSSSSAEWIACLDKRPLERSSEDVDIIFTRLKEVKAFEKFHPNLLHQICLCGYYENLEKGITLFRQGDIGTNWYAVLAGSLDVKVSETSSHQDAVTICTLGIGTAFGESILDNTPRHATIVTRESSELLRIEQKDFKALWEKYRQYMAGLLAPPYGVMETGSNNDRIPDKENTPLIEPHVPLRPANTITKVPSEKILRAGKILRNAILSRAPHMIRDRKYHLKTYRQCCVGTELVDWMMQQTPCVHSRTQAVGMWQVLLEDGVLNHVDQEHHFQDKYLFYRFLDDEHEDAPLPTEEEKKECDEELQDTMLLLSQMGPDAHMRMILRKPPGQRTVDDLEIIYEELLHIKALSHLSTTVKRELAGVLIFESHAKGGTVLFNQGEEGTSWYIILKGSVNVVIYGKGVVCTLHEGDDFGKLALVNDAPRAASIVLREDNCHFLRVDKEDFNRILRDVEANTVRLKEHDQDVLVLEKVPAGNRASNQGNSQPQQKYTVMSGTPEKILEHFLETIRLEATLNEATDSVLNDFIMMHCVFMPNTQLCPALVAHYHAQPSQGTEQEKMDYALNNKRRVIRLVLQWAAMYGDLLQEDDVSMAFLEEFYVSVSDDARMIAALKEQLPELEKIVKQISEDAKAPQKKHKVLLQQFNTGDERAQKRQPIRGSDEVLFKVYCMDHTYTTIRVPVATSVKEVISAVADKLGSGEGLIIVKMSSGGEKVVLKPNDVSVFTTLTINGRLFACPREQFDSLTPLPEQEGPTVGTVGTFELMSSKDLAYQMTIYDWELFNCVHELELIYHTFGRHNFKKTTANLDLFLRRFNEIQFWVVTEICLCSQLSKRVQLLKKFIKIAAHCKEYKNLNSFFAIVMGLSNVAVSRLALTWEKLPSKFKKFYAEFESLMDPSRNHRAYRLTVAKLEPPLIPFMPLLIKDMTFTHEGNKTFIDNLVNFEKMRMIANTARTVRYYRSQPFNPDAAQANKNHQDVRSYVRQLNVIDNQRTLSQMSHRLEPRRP
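Fluorescence exchange assay: 100 nM EPAC2 with 250 nM RAP1B-BODIPY-GDP and 50 uM GDP; compounds tested as a concentration-titration series (qHTS). Loss of Rap1-bound BODIPY-GDP fluorescence read at 480/540 nm; data normalized to 6.5 mM cAMP.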
S2 tox: reduces viability in counter-screen for ATXN expression inhibitors; S2 cells (HEK-293 line with an ATXN2-luciferase reporter) viability, CellTiter-Fluor protease fluorescence, 24 h; AID 651635; hit rate 0.49% among 400,000; Potency, µM (series often up to 56.7 µM), hits mostly cytotoxic; note: potency is the fitted concentration of half-maximal effect; nearly all actives have a fitted effect of over 40% in size
Nrf2 activator: activators of Nrf2 (ARE) signaling | hit rate 0.31% among 410,000 | AID 624171 | AREc32 ARE-luciferase reporter (MCF7-derived line), luminescence, 24 h | Potency, µM (series often up to 46.1 µM), for inactives: at the highest dose activation, hits mostly activators; note: potency is the fitted concentration of half-maximal effect; % of control where 0% means no effect; nearly all actives have a fitted effect of over 65% in size
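Quantitative high-throughput format: AREc32 reporter cells, 1000 per well, received compound by pin transfer and were incubated 24 hr at 37 deg C, 5% CO2, before Steady-Glo luminescence detection.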
Nrf2 inh: Nrf2 pathway inhibition | A549 ARE-Fluc reporter, luciferase luminescence, 18-24 h | Potency, µM (series often up to 46 µM), for inactives: top-dose activity change, negative = inhibition, actives largely listed as inhibitors | hit rate 2.1% among 360,000 | AID 504444; note: potency is the fitted concentration of half-maximal effect; % is set by controls: 0 for no effect and ±100 for the full control effect; nearly all actives have a fitted effect of over 60% in size
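In this cell-based qHTS, ARE-driven firefly luciferase in A549 cells reports Nrf2 activity; the luminescent signal after BugLite lysis is the measured value, with a prior CellTiter-Fluor read for cell health.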
IL2 activator: IL-2 activation; activation, % (series mostly up to about 46 µM); IL-2 activation reporter assay, cell-based qHTS; stimulated with anti-CD3/CD4/CD28 beads; in transgenic mouse T cells; hit rate 0.065% among 360,000; in the data active = activation above about 50%; inconclusive = mostly about 30% to 49%; note: 0% is about no effect
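Quantitative HTS in unstimulated transgenic mouse T cells, with memory T cells as non-tolerant control and PMA/ionomycin as tolerance-bypass control. Compound pretreatment lasted 60 minutes before 18 h bead stimulation; EGFP/DsRed fluorescence read.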
TGFb inhibitor: blocks TGF-b signaling; HepG2 CAGA-GFP TGF-b/SMAD3 reporter, GFP fluorescence, 18 h; TGF-beta stimulated, 500 pg/mL final; Potency, µM (top dose mostly 46.1 µM), without a hit: top-dose activity, negative = inhibition, most hits filed as inhibitors; hit rate 1.2% among 410,000; note: potency is the fitted concentration of half-maximal effect; % is set by controls: 0 for no effect and ±100 for the full control effect; nearly all actives have a fitted effect of over 65% in size
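Inhibition of TGF-beta-driven CAGA-GFP reporter expression in HEPG2 cells is measured by cellular GFP fluorescence after 18 h stimulation with 500 pg/mL recombinant TGF-beta in 1% FBS medium at 37 degrees C.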
ATXN2 expr inh: ATXN2 expression inhibition | HEK-293 ATXN2-luciferase reporter, luminescence, 24 h | Potency, µM (highest dose often 57 µM), inactives show top-dose activity change, negative = inhibition, actives largely listed as inhibitors | hit rate 0.72% among 360,000 | AID 1745845; note: potency is the fitted concentration of half-maximal effect; % is set by controls: 0 for no effect and ±100 for the full control effect; nearly all actives have a fitted effect of over 55% in size
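qHTS (up to 57 uM final) was run with 24 h compound exposure of reporter cells at 37 °C. Each well was multiplexed: SteadyGlo luminescence measured ATXN2-luciferase expression after a fluorogenic Gly-Phe-AFC viability readout (25 uM final).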
Starred values were filed as active, the others as inactive; i = inactive; ? = inconclusive; / = not tested or not shown; [ ] = remark or other dose. Unless noted, calls come from the whole dose curve; as a rule, active = well fitted curve in the direction sought with a large enough effect; inconclusive = small, poorly fitted or top-dose-only effect, or another doubt; inactive = no such curve, though single readings can be large; an effect the other way counts as inactive or inconclusive.

SMILES	A549 viability	HepG2 tox	EPAC2 agonist	S2 tox	Nrf2 activator	Nrf2 inh	IL2 activator	TGFb inhibitor	ATXN2 expr inh
CCC1Oc2ccc(C)cc2N(Cc2cccc(C)c2)C1=O (configuration not stated)	?	-10%	21%	i	0.0%	/	-2.0	4%	0%
Cc1cc(-c2ccccc2C(=O)O)on1	-8%	1%	4%	i	-1.0%	-7%	-3.8	-2%	-16%
CCOC(=O)CNc1nc(Cl)nc(N2CCCCC2)n1	-5%	25%	5%	i	3.9%	11%	0.4	3%	/
N#CC1(NC(=O)COC(=O)c2cc([N+](=O)[O-])ccc2N2CCCC2)CCCCC1	-18%	-5%	13%	i	0.2%	3%	2.0	-15%	-5%
N#Cc1cc([N+](=O)[O-])ccc1NC(=O)CSc1n[nH]c(=O)n1C1CC1	-2%	1%	4%	i	-0.7%	-12%	0.7	5%	/
CC(C)CNS(=O)(=O)c1ccc(S(=O)(=O)NC2CCOC(C)(C)C2)cc1 (configuration not stated)	?	-22%	6%	i	0.0%	-9%	-2.1	1%	8%
O=C(CSC(=S)N1CCOCC1)Nc1ncc2c(n1)CCCC2=O	-5%	-2%	2%	i	-0.5%	-10%	-1.1	5%	-6%
Cc1noc(C)c1COc1ccc(C(=O)Nc2cccnc2)cc1	-21%	2%	8%	i	0.2%	?	-5.4	2%	20%
CC/C(=N\NC(=O)c1ccc(N(C)C)cc1)c1ccccc1	2%	2%	-3%	i	2.8%	5%	-3.3	-8%	21%
Cc1ccc(C)c(S(=O)(=O)N2CCN(C(=O)C3CC3C)CC2)c1 (configuration not stated)	1%	-10%	9%	i	-0.2%	2%	-1.8	4%	4%
CCc1ccc(S(=O)(=O)NCCc2csc(C)n2)s1	-1%	4%	-1%	i	0.3%	-18%	-1.0	0%	2%[11.3 µM]
CC(=O)Nc1ccc(S(=O)(=O)N2CCSC2c2ccccc2)cc1 (configuration not stated)	-2%	-7%	3%	i	-0.4%	-8%	-3.3	-6%	-7%
Cn1c(N)c(C(c2ccccc2)c2c(N)n(C)c(=O)n(C)c2=O)c(=O)n(C)c1=O	-12%	20%	-5%	i	-1.1%	1%	-0.3	?	7%
COc1ccc(N2C(=O)[C@@H]3[C@H](C2=O)[C@H](C(C)=O)N2c4ccccc4C=C[C@@H]32)cc1	?	1%	-5%	i	3.5%	?	-2.7	7%	-5%
COc1ccc(S(=O)(=O)NCCSC(C)(C)C)c(Cl)c1Cl	21%	-4%	10%	i	0.3%	/	-2.0	?	2%
COC(=O)c1sc(N/N=C/c2ccc(C(C)C)cc2)nc1C	1%	4%	-5%	i	1.9%	10%	-3.1	-12%	8%
O=C(O)/C=C/C(=O)NNC(=O)c1ccc(Br)cc1	-3%	17%	-2%	?	2.1%	10%	-4.3	26%	8%
CC(C)C(=O)Nc1ccc(NC(=O)c2cc3ccccc3o2)cc1	-12%	11%	8%	?	0.1%	-37%	-0.5	-3%	-17%
CSc1ccc(/C=C/C(=O)OCC(=O)N2CCN(c3ccccc3)CC2)cc1	2%	12%	3%	i	-0.2%	5%	0.8	27%	0%
Cc1ccc(C(=O)NCc2ccc(F)cc2)s1	0%	-3%	8%	i	0.5%	10%	3.2	-7%	25%

Limited to Nrf2 inh and Nrf2 activator (2 entries from above):
structure	Nrf2 inh	Nrf2 activator
O=C(O)/C=C/C(=O)NNC(=O)c1ccc(Br)cc1	10%	2.1%
Cc1cc(-c2ccccc2C(=O)O)on1	-7%	-1.0%

Additional results
SMILES	A549 viability	HepG2 tox	EPAC2 agonist	S2 tox	Nrf2 activator	Nrf2 inh	IL2 activator	TGFb inhibitor	ATXN2 expr inh
CCc1ccc(NC(=O)C[n+]2cc(-c3ccc(C)cc3)n3c2CCC3)cc1	0%	-14%	0%	?	2.8%	-7%	0.4	-4%	-14%
Cc1nn(C)cc1S(=O)(=O)Nc1cccc(Cl)c1	9%	-6%	6%	i	0.2%	-7%	-4.8	-8%	8%
CCOC(=O)c1ccc(Nc2cc(C)nc3nc(C)nn23)cc1	-3%	-13%	20%	i	4.0%	-14%	-0.6	?	-19%
CC1CC(C)CN(C(C)C(=O)Nc2cc(S(=O)(=O)N3CCCCC3)ccc2Cl)C1 (configuration not stated)	13%	12%	7%	i	0.5%	-3%	-0.6	-2%	4%
COc1cccc(-c2noc(-c3ccoc3C)n2)c1	-9%	-3%	13%	i	?	?	1.3	13%	36%[activator]
COc1ccc(-c2onc(C)c2-c2ccc3c(c2)OCCO3)c(O)c1	0%	-22%	12%	i	0.0%	-27%	0.7	16µM*	-8%
CCOC(=O)[C@]12CCCC=C1N(Cc1ccco1)C(=O)[C@H](CC(=O)NCC1CCCCC1)C2	/	/	5%	?	0.9%	/	-0.4	/	-9%
COc1ccc(Nc2ccc(C(F)(F)F)cc2[N+](=O)[O-])cn1	-1%	0%	5%	i	2.0%	13%	1.3	6%	-15%
O=C(CC1COc2ccccc2O1)NC1CCCCC1 (configuration not stated)	16%	-2%	7%	i	0.0%	?	0.1	-10%	25%
Cc1ccc(C(=O)N(C)Cc2ccccc2)cc1S(=O)(=O)N1CCOCC1	-3%	-1%	0%	i	-1.0%	-13%	-2.7	12%	1%
CC(=O)c1sc(NC(=O)CSC(C)C(=O)Nc2cc(C)on2)nc1-c1ccccc1 (configuration not stated)	-8%	-2%	0%	i	0.6%	-25%	0.2	-4%	5%
COc1ccc(N(C(=O)c2ccccc2)S(=O)(=O)c2ccc3c(c2)n(C)c(=O)n3C)cc1	-4%	-14%	/	i	0.1%	-10%	/	-2%	2%
CC(C)Cc1cc(C(=O)NCc2cccnc2)no1	0%	-9%	2%	i	0.3%	12%	-3.5	-11%	17%
CC(NC(=O)C1CCCN1S(=O)(=O)c1ccccc1)c1ccccc1 (configuration not stated)	1%	-28%	17%	i	-0.3%	-13%	5.8	?	-13%
O=C(COC(=O)c1ccccc1SCC(=O)N1CCCC1)Nc1ccccc1	-6%	-1%	6%	i	-0.3%	15%	-2.6	-7%	5%
CN(CC(=O)Nc1ccccc1Cl)C(=O)COc1cccc2c1OC(C)(C)C2	-14%	-10%	1%	i	-0.5%	-2%	-0.6	8%	-4%
O=C(O)C(c1ccccc1)N1C(=O)c2ccccc2C1=O (configuration not stated)	2%	-15%	2%	i	-0.3%	3%	0.6	-2%	/
Cc1scc(C(=O)O)c1-c1c(C(=O)O)csc1C	-5%	-5%	-1%	i	-0.5%	4%	-1.1	?	-2%
CSCC(=O)N1CCCC(N2CCN(c3cccc(C(F)(F)F)c3)CC2)C1 (configuration not stated)	-9%	-8%	-2%	i	-0.3%	-4%	0.9	-25%	/
C=CCn1c(=N)n(CC(=O)c2ccc(OC)cc2)c2ccccc21	1%	-26%	-3%	?	4.1%	6%	3.6	-22%	-3%
CN(C1CCCCC1)S(=O)(=O)c1ccc2c(c1)c(=O)c(C(=O)N1CCc3ccccc3C1)cn2C	1%	5%	-13%	i	-1.0%	4%	-2.3	-13%	-6%
CN(Cc1nc2ccccc2c(=O)[nH]1)C(=O)c1ccc(S(=O)(=O)N2CCCC2)cc1	9%	-11%	15%	i	-0.7%	3%	1.4	2%	/
COc1ccccc1NC(=O)NC(N)=O	-8%	0%	1%	i	0.2%	?	8.0	-3%	2%
COc1ccc(OC)c(NC(=O)CSc2cn(CC(=O)N3CCCCCC3)c3ccccc23)c1	-15%	-30%	/	/	0.1%	?	/	?	/
O=C1CC(c2ccccc2)C(c2ccccc2)=NN1 (configuration not stated)	-5%	9%	5%	i	0.2%	-16%	-0.7	13%	-1%
CC(C)c1ccc(S(=O)(=O)c2cnc(SCC(=O)Nc3cccc(C(F)(F)F)c3)nc2N)cc1	-18%	-48%	/	i	0.3%	?	/	?	?
O=C(NCc1ccc(F)cc1)C1CCCN(c2nc3ccsc3c(=O)s2)C1 (configuration not stated)	?	14%	7%	i	-0.2%	-6%	2.6	-20%	/
CCCN(C(=O)CCc1ccc(OC)cc1)c1c(N)n(Cc2ccccc2)c(=O)[nH]c1=O	-1%	0%	5%	i	0.0%	10%	0.2	3%	12%
Cc1cccc(N2CCN(C(=O)c3cccn3-c3nnc(N4CCCCC4)s3)CC2)c1C	2%	-51%	/	/	0.7%	?	/	?	/
COc1cc(C(O)c2nc(/C=C/c3ccc(C(F)(F)F)cc3)cs2)ccc1F (configuration not stated)	/	-103%	-1%	?	-0.6%[9.22 µM]	/	-0.8	?	?
CC(=O)c1ccc(NC(=O)CSc2nnc(-c3ccncc3)n2-c2ccccc2)cc1	0%	5%	/	i	-1.0%	/	/	-39%	6%
CCN(CC)C(=O)Oc1ccc2ccccc2c1Br	-8%	-6%	13%	i	0.7%	?	-0.9	2%	132%[activator]
CSc1nc2cc(F)c(F)cc2n1C	-6%	13%	5%	i	-0.4%	-19%	-0.5	10%	-5%
CCOC(=O)c1oc2nc(C(C)C)c3c(c2c1N)CC(C)(C)OC3	-2%	0%	-32%[inhibitor]	i	0.0%	-13%	-4.0	5%	-29%
CC(C)(C)NC(=O)Cn1c(SCC(=O)Nc2nccs2)nc2ccccc21	1%	-11%	3%	i	2.4%	2%	-4.0	3%	-14%
N#Cc1c(N)oc(-c2ccc3c(c2)OCO3)c1-c1ccc2c(c1)OCO2	-1%	-9%	24%	?	16%	2%	0.3	-13%	0%

TGFb inhibitor: what is marked active above.
Structure	Nrf2 activator	Nrf2 inh	TGFb inhibitor
COc1ccc(-c2onc(C)c2-c2ccc3c(c2)OCCO3)c(O)c1	0.0%	-27%	16µM*
